Compound activity (PubChem BioAssay)
MPTP block: blocks calcium-induced mitochondrial swelling; isolated mouse mitochondria, Ca2+ swelling absorbance, 30 min; inhibition, % at 10 µM; actives 1.4% (n = 360,000); AID 602449;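 active = inhibition of 50% or more, scaled per plate between neutral and stimulator controls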;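 also: 0% = DMSO wells given calcium and 100% = 1 mM EGTA wells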
hIAP inh: blocks human intestinal alkaline phosphatase; P09923; purified IAP, CDP-Star luminescence, 30 min; inhibition, % at 10 µM; actives 0.12% (n = 330,000); AID 2544;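 active = inhibition reaching a set limit with compound at 10 µM in the primary screen, cut at about 35% in these data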;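 also: plate controls were DMSO wells with enzyme for no effect and no-enzyme buffer wells for full effect; values of inactives mirror those of a sister screen read the other way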
A3G deaminase: APOBEC3G (human) deaminase inhibition. recombinant A3G, ssDNA deamination FAM/TAMRA fluorescence. AID 493012. actives 0.28% (n = 330,000). inhibition, % at 20 µM. Q9HC16;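 active = inhibition of at least 40% at 20 µM, with no more than 30% in the related APOBEC3A deaminase screen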;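 also: plate controls were DMSO wells with A3G for no effect and wells lacking A3G enzyme for full effect; some compounds called inactive have numbers as strong as hits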
Target sequence (Q9HC16 whole entry, looked up): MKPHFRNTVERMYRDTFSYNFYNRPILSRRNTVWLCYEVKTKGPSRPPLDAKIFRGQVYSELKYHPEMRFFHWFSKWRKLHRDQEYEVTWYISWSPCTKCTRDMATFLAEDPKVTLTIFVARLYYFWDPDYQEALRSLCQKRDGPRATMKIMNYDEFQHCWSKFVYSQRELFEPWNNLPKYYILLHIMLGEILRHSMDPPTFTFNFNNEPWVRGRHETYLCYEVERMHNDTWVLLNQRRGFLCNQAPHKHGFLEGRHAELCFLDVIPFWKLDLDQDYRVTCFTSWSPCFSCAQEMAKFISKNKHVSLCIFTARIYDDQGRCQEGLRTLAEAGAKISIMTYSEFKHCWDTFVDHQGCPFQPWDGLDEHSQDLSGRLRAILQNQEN
beta cell repl: MIN6 beta-cell proliferation induction; MIN6 cells proliferation, ATPlite luminescence, 48 h; cells starved in 0.2% serum; 100% = growth in 10% serum; proliferation, % at 10 µM; actives 0.29% (n = 330,000); AID 2380;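 active = compounds whose signal lies at least 3.5 SD above the mean of all wells on their plate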;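 also: 0% = DMSO-treated cells in low-serum medium and 100% = 10% serum control; some compounds called inactive have numbers as strong as hits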
GRIN3A LBD mod: modulates the human NR3A ligand-binding domain; NR3A LBD differential scanning fluorimetry, Tm shift; 0% = protein alone, 100% = glycine-bound protein; Tm shift relative to glycine control, % at 25 µM; actives 2.5% (n = 340,000);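 active = melting temperature shift of at least 10% of the positive control shift, at one fixed dose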
APOBEC3A inh: human APOBEC3A DNA deaminase inhibition | recombinant A3A, FAM/TAMRA ssDNA deamination fluorescence | inhibition, % at 20 µM | actives 0.41% (n = 330,000) | AID 493011;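 active = at least 40% inhibition at 20 µM here, with at most 30% in a related deaminase screen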;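 also: plate controls were A3A with DMSO for no effect and wells lacking A3A enzyme for full effect; some results filed as inactive read as strong as hits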
Target sequence (P31941 whole entry, looked up): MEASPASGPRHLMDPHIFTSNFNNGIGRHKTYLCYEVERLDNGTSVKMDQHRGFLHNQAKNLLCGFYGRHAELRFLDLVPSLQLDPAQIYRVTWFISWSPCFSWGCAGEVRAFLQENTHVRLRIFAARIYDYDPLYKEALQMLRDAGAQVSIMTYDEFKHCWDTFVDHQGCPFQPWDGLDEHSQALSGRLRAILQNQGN
hIAP act: human IAP activation; purified human IAP, CDP-Star luminescence, 30 min; hits give high values; 1 = vehicle-only enzyme, 0 = enzyme-free background; activation factor at 10 µM; actives 0.16% (n = 330,000); AID 2524;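 active = activation factor of the enzyme at least 2-fold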; also: the source names both 10 and 20 µM as test concentration; values of inactives mirror those of a sister screen read the other way
mIAP activ: mouse IAP activation; muIAP, CDP-Star luminescence, 30 min; hits give high values; 1 = vehicle-only enzyme signal, 0 = enzyme-free wells; activation factor at 10 µM; actives 0.24% (n = 330,000); AID 2805;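 active = activation factor of at least 2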; also: the source names both 10 and 20 µM as test concentration; values of inactives mirror those of a sister screen read the other way
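also added = chemiluminescent substrate CDP-Star | test system = mouse IAP enzyme | signal = chemiluminescence readout | compound = DMSO-dissolved test compounds | incubation = 30 min at room temperature | benchmarks = DMSO wells, no-enzyme wells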
mIAP block: blocks mouse intestinal alkaline phosphatase. AID 2806. purified mouse IAP, CDP-Star luminescence, 30 min. actives 0.2% (n = 330,000). inhibition, % at 10 µM;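 active = inhibition of at least 40% at 10 µM in the primary screen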;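 also: plate controls were DMSO with enzyme for no effect and no enzyme wells for full effect; values of inactives mirror those of a sister screen read the other way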
Active calls of the source: *.

Screening O=C(O)CCc1ccc(-c2cccs2)n1NC(=O)c1ccccc1Br returned MPTP block 17, hIAP inh -9, A3G deaminase 5, beta cell repl -3, GRIN3A LBD mod -5, APOBEC3A inh 4, hIAP act 1.1, mIAP activ 0.87 and mIAP block 13.
Cc1cc(C)n(CC(=O)N2CCCC(N3CCN(Cc4ccc5c(c4)OCO5)CC3)C2)n1 (stereo unspecified) was read as MPTP block -0.3, hIAP inh -32, A3G deaminase -3, beta cell repl 1, GRIN3A LBD mod -4, APOBEC3A inh -1, hIAP act 1.3, mIAP activ 1 and mIAP block 0.
`O=C(Nc1ccccc1F)C(=O)c1cn(CC(=O)N2CCCCC2)c2ccccc12` gave MPTP block -4.6, hIAP inh 5, A3G deaminase -7, beta cell repl -2, GRIN3A LBD mod 1, APOBEC3A inh -5, hIAP act 0.95, mIAP activ 1.1 and mIAP block -9.
For CCN(CC)c1ccc(/C=N/NC(=O)c2c[nH]c3ccccc23)cc1 the results were MPTP block -1.5, hIAP inh -31, A3G deaminase -9, beta cell repl 0, GRIN3A LBD mod 9, APOBEC3A inh -4, hIAP act 1.3, mIAP activ 1.3 and mIAP block -33.
For CC(=O)c1ccc(NC(=O)c2ccc(-n3cncn3)c([N+](=O)[O-])c2)cc1 the results were MPTP block -1.4, hIAP inh -1, A3G deaminase 13, beta cell repl -2, GRIN3A LBD mod 4, APOBEC3A inh 25, hIAP act 1, mIAP activ 1 and mIAP block -3.
O=C(NCc1ccc2c(c1)OCO2)Nc1ccc2nsnc2c1 was read as MPTP block 0.9, hIAP inh 7, A3G deaminase 0, beta cell repl 1, GRIN3A LBD mod -11, APOBEC3A inh 1, hIAP act 0.93, mIAP activ 1 and mIAP block -2.
For O=C(Nc1cccc(C(=O)O)c1)/C(=C\c1ccccc1Cl)NC(=O)c1ccco1 the results were MPTP block -0.5, hIAP inh 10, A3G deaminase 4, beta cell repl 2, GRIN3A LBD mod 8, APOBEC3A inh 3, hIAP act 0.9, mIAP activ 1 and mIAP block -2.
For O=C(N/N=C/c1ccccn1)c1ccc(N/N=C/c2ccccn2)cc1 the results were MPTP block -0.2, hIAP inh -24, A3G deaminase -6, beta cell repl -6, GRIN3A LBD mod -2, APOBEC3A inh -1, hIAP act 1.2, mIAP activ 0.76 and mIAP block 24.
For CN1C(=O)Cc2cc(S(=O)(=O)Nc3ccc(Cl)cc3)ccc21 the results were MPTP block -0.1, hIAP inh -6, A3G deaminase -2, beta cell repl 0, GRIN3A LBD mod -5, APOBEC3A inh 2, hIAP act 1.1, mIAP activ 0.99 and mIAP block 1.
`COc1cc(OC)c(NC(=O)CCc2nc(-c3cccs3)no2)cc1Cl` gave MPTP block -1.2, hIAP inh -8, A3G deaminase -3, beta cell repl 1, GRIN3A LBD mod -12, APOBEC3A inh 0, hIAP act 1.1, mIAP activ 1 and mIAP block -3.
CCOc1ccc2nc(NC(NC(=O)CC)(C(=O)OC)C(F)(F)F)sc2c1 (stereo unspecified) was read as MPTP block -4.4, hIAP inh 6, A3G deaminase -2, beta cell repl -1, GRIN3A LBD mod -2, APOBEC3A inh 3, hIAP act 0.94, mIAP activ 1.1 and mIAP block -10.
O=C1CC(=O)N(CCNc2ncc(C(F)(F)F)cc2Cl)C(=O)N1 was read as MPTP block -0.8, hIAP inh 10, A3G deaminase 1, beta cell repl -1, GRIN3A LBD mod -22, APOBEC3A inh 3, hIAP act 0.9, mIAP activ 1.1 and mIAP block -6.
Screening CCOCc1c(C(=O)OCC(=O)Nc2ccccc2C(N)=O)oc2ccccc12 returned MPTP block -0.2, hIAP inh 17, A3G deaminase -3, beta cell repl 1, GRIN3A LBD mod -2, APOBEC3A inh 2, hIAP act 0.83, mIAP activ 0.95 and mIAP block 5.
`COc1ccc(S(=O)(=O)N2CCCCCC2)cc1C(=O)N(C)CC(=O)Nc1ccc(Cl)c(Cl)c1` gave MPTP block -1.2, hIAP inh 0, A3G deaminase -6, beta cell repl -6, GRIN3A LBD mod 0, APOBEC3A inh 3, hIAP act 1, mIAP activ 1.4 and mIAP block -36.
Screening CCN(CC(=O)NCc1ccc(F)cc1)C(=O)Cc1ccc(OC)cc1 returned MPTP block -1.4, hIAP inh -9, A3G deaminase -9, beta cell repl -1, GRIN3A LBD mod -1, APOBEC3A inh 3, hIAP act 1.1, mIAP activ 1.1 and mIAP block -9.
Screening O=C(c1ccccc1)C1CCN(C(=O)Nc2ccccc2)CC1 returned MPTP block 1.0, hIAP inh 1, A3G deaminase 10, beta cell repl -2, GRIN3A LBD mod 1, APOBEC3A inh 8, hIAP act 0.99, mIAP activ 1.1 and mIAP block -9.
Screening Cc1cccc(NC(=S)Nc2ccc3cn[nH]c3c2)c1 returned MPTP block 1.6, hIAP inh -13, A3G deaminase -6, beta cell repl 0, GRIN3A LBD mod 3, APOBEC3A inh -2, hIAP act 1.1, mIAP activ 0.9 and mIAP block 10.
Screening CCCCCCCCN1C(=O)C(O)=C(C(C)=O)C1c1ccccn1 (stereo unspecified) returned MPTP block 3.6, hIAP inh -64, A3G deaminase -10, beta cell repl 3, GRIN3A LBD mod 0, APOBEC3A inh -1, hIAP act 1.6, mIAP activ 0.98 and mIAP block 2.
For CCN(CC)C1=C(Cl)C(=O)C(Cl)C12OCCO2 (stereo unspecified) the results were MPTP block 1.7, hIAP inh -15, A3G deaminase 1, beta cell repl 0, GRIN3A LBD mod -1, APOBEC3A inh 2, hIAP act 1.2, mIAP activ 1 and mIAP block -1.
`Cc1ccc(N(CC(=O)N2CCCCCC2)S(C)(=O)=O)cc1Cl` gave MPTP block -0.2, hIAP inh 3, A3G deaminase -4, beta cell repl 2, GRIN3A LBD mod 1, APOBEC3A inh 2, hIAP act 0.97, mIAP activ 0.99 and mIAP block 1.

Fetched one by one from the list above, 2 records:
For CC(=O)c1ccc(NC(=O)c2ccc(-n3cncn3)c([N+](=O)[O-])c2)cc1 the results were MPTP block -1.4, hIAP inh -1, A3G deaminase 13, beta cell repl -2, GRIN3A LBD mod 4, APOBEC3A inh 25, hIAP act 1, mIAP activ 1 and mIAP block -3.
For O=C(N/N=C/c1ccccn1)c1ccc(N/N=C/c2ccccn2)cc1 the results were MPTP block -0.2, hIAP inh -24, A3G deaminase -6, beta cell repl -6, GRIN3A LBD mod -2, APOBEC3A inh -1, hIAP act 1.2, mIAP activ 0.76 and mIAP block 24.

Continuation.
`COc1cc(/C=C2\SC(=S)N(N(C)c3ccccc3)C2=O)ccc1O` gave MPTP block 1.9, hIAP inh 41*, A3G deaminase -9, beta cell repl -4, GRIN3A LBD mod -2, APOBEC3A inh 1, hIAP act 0.59, mIAP activ 0.69 and mIAP block 30.
CCn1c(=O)n(CC(=O)N2CCN(c3ccccc3F)CC2)c(=O)c2ccccc21 was read as MPTP block -1.1, hIAP inh 1, A3G deaminase -2, beta cell repl 0, GRIN3A LBD mod -7, APOBEC3A inh 0, hIAP act 0.99, mIAP activ 1 and mIAP block -2.
COc1ccc(/C(O)=C2/C(=O)C(=O)N(CCN(C)C)C2c2ccc(OC)c(OC)c2)c(C)c1 (stereo unspecified) was read as MPTP block -0.4, hIAP inh 3, A3G deaminase 8, beta cell repl -3, GRIN3A LBD mod 3, APOBEC3A inh -3, hIAP act 0.97, mIAP activ 0.96 and mIAP block 4.
`Cc1ccc(N2CCN(S(=O)(=O)c3ccc4c(c3)oc(=O)n4C)CC2C)cc1` (stereo unspecified) gave MPTP block 1.0, hIAP inh -10, A3G deaminase 4, beta cell repl -2, GRIN3A LBD mod 3, APOBEC3A inh 3, hIAP act 1.1, mIAP activ 1.1 and mIAP block -7.
Cc1ccc(N2C(=O)CC(c3ccsc3)C3=C2CC(C)(C)CC3=O)cc1 (stereo unspecified) was read as MPTP block -1.2, hIAP inh 1, A3G deaminase 1, beta cell repl -1, GRIN3A LBD mod 3, APOBEC3A inh 3, hIAP act 0.99, mIAP activ 1.1 and mIAP block -10.
NS(=O)(=O)c1ccc(CCNC(=O)CN2C(=O)COc3ccc(S(=O)(=O)N4CCCC4)cc32)cc1 was read as MPTP block 0.5, hIAP inh 8, A3G deaminase -1, beta cell repl 1, GRIN3A LBD mod 0, APOBEC3A inh 0, hIAP act 0.92, mIAP activ 0.98 and mIAP block 2.
For COc1ccc(CNC(=O)c2noc3c2CCCCC3)cc1 the results were MPTP block 0.1, hIAP inh 4, A3G deaminase -6, beta cell repl -1, GRIN3A LBD mod 8, APOBEC3A inh 4, hIAP act 0.96, mIAP activ 0.94 and mIAP block 6.
For CNc1c(NC(=O)C2CCC(C)CC2)c(=O)oc2ccccc12 (stereo unspecified) the results were MPTP block -1.2, hIAP inh 5, A3G deaminase -1, beta cell repl -4, GRIN3A LBD mod -2, APOBEC3A inh -2, hIAP act 0.95, mIAP activ 1 and mIAP block -4.
CC1=C(C(N)=O)C(c2ccc(Br)cc2)n2ncnc2N1 (stereo unspecified) was read as MPTP block -0.7, hIAP inh -11, A3G deaminase 5, beta cell repl 2, GRIN3A LBD mod 1, APOBEC3A inh 10, hIAP act 1.1, mIAP activ 1 and mIAP block -4.
Screening COc1ccc(COC(=O)CCc2c[nH]c3ccccc23)cc1F returned MPTP block -0.8, hIAP inh -4, A3G deaminase -9, beta cell repl -1, GRIN3A LBD mod -7, APOBEC3A inh -2, hIAP act 1, mIAP activ 1 and mIAP block -1.
`CCCCn1c(N)c(N(CCC)C(=O)C2CCCC2)c(=O)[nH]c1=O` gave MPTP block -1.0, hIAP inh -14, A3G deaminase 1, beta cell repl 2, GRIN3A LBD mod 5, APOBEC3A inh 25, hIAP act 1.1, mIAP activ 1.1 and mIAP block -6.
O=C(C1CCC1)N1CCN(S(=O)(=O)c2ccccc2)CC1 was read as MPTP block 0.0, hIAP inh -18, A3G deaminase 1, beta cell repl -2, GRIN3A LBD mod 0, APOBEC3A inh -2, hIAP act 1.2, mIAP activ 1 and mIAP block -4.
For CC1(C)CC(CC(=O)Nc2nccs2)(c2ccccc2)CCO1 (stereo unspecified) the results were MPTP block 0.6, hIAP inh -5, A3G deaminase -6, beta cell repl 0, GRIN3A LBD mod 7, APOBEC3A inh -4, hIAP act 1, mIAP activ 0.91 and mIAP block 9.
COc1ccc(Nc2oc(-c3ccc(Cl)cc3)nc2C#N)cc1 was read as MPTP block 1.9, hIAP inh -2, A3G deaminase -7, beta cell repl -1, GRIN3A LBD mod -4, APOBEC3A inh -1, hIAP act 1, mIAP activ 0.92 and mIAP block 8.
Screening CCOc1ccc(NC(=O)CN2CCN(C3c4ccccc4-c4ccccc43)CC2)cc1 returned MPTP block 0.7, hIAP inh 12, A3G deaminase 0, beta cell repl -6, GRIN3A LBD mod 3, APOBEC3A inh 0, hIAP act 0.89, mIAP activ 0.95 and mIAP block 5.
For CC(=O)c1ccc(NC(=O)C2CCN(S(=O)(=O)c3cccc4nonc34)CC2)cc1 the results were MPTP block 0.2, hIAP inh -6, A3G deaminase -2, beta cell repl 0, GRIN3A LBD mod 4, APOBEC3A inh 4, hIAP act 1.1, mIAP activ 0.84 and mIAP block 16.
Screening CCCCSc1nnc(-c2ccccc2N)c(=O)[nH]1 returned MPTP block 0.8, hIAP inh -1, A3G deaminase -6, beta cell repl -1, GRIN3A LBD mod 5, APOBEC3A inh -2, hIAP act 1, mIAP activ 0.87 and mIAP block 13.
Screening C/C=C\C=C/C(=O)Nc1cccc(C2=NOC3(C2)C[C@H](C(N)=O)N(C(=O)c2ccc(OC)cc2)C3)c1 (stereo partly specified) returned MPTP block -1.0, hIAP inh 7, A3G deaminase -12, beta cell repl -5, GRIN3A LBD mod -3, APOBEC3A inh 1, hIAP act 0.93, mIAP activ 1.1 and mIAP block -6.
